# Assay outcomes from PubChem.
# JNK3 blocker: blocks human JNK3 kinase activity; P53779; purified JNK3 kinase activity, HTS; inhibition, % at 8 µM; 0.61% of 60,000 active; AID 746; in the data active = inhibition above about 17%;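 also: 0% = DMSO and 100% = reference inhibitor; many of its hits are not listed in these tables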
# Target sequence (P53779 whole entry, looked up): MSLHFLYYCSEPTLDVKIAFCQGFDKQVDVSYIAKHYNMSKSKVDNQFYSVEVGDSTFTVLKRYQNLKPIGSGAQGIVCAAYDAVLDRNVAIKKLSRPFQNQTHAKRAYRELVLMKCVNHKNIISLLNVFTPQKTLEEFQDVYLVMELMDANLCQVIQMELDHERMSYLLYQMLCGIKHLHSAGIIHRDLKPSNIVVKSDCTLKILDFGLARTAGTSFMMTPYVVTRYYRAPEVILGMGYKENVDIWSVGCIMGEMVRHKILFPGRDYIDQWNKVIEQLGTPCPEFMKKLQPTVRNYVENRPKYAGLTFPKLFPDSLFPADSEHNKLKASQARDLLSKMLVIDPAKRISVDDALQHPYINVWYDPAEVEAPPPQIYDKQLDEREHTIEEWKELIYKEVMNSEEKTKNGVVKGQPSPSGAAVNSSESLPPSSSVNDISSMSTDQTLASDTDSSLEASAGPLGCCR
# ROCK2 inh: ROCK2 (human) kinase inhibition; 0.35% of 60,000 active; purified ROCK2, Kinase-Glo ATP depletion luminescence; inhibition, % at 6 µM; O75116; AID 604;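 active = inhibition above the screen-wide mean inhibition plus 3 SD, cut at about 18% in these data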;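 also: plate controls were DMSO wells for no effect and Y-27632 control wells after no-enzyme background subtraction for full effect; many of its hits are not listed in these tables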
# HEK293 NFkB inh: lowers PMA/ionomycin-induced NF-kB signal in HEK293 cells; HEK-293 NF-kB luciferase reporter, luminescence; 0.21% of 62,000 active; AID 465; inhibition, % at 3 µM;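 active = inhibition above the mean of all tested compounds plus 3 SD, cut at about 40% in these data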;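 also: 0% = stimulated DMSO wells and 100% = 10 µM reference inhibitor 5653914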
#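 Material: HEK-293 cells with stable firefly luciferase reporter driven by four HIV NF-kB elements / Also added: PMA plus ionomycin mix as NF-kB-activating stimulus / Compound dosing: 3 µM once, 0.30% DMSO / Times: 1 h pretreatment, 16 h stimulation, 37 °C / Signal: luminescence / Evaluation: per-plate % inhibition versus controls / Benchmarks: DMSO and 10 µM reference inhibitor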
# NADH enzymes: inhibition of NAD/NADH coupling enzymes, library profiling | coupled PK/LDH NADH assays, four targets | AID 774 | IC50, µM (titrated, usually from 10 µM), for inactives: at the highest dose inhibition | 0.02% of 65,000 active;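 active = single-dose screening hits from any of four coupled enzyme assays that gave an IC50 when retested across doses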;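 also: the DPM-DC format reads NADH fluorescence rather than 340 nm absorbance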
# tolC growth inh: E. coli tolC mutant growth inhibition; AID 573; growth inhibition, % at 10 µM (by protocol); 2.2% of 65,000 active; E. coli BW25113 tolC mutant growth, OD615;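 active = growth inhibition at or above a cutoff equal to the mean over every tested compound plus 3 SD, cut at about 60% in these data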;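 also: growth measured after 20 h incubation at 37 °C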
#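 Doses: one dose of 10 µM final / Material: E. coli BW25113 ΔtolC::kan, tolC deletion mutant strain / Buffer or medium: LB with kanamycin 50 µg/mL / Evaluation: percent growth inhibition / Detection: optical density read at 615 nm / Incubation: 37 °C, 20 h exposure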
# A340 absorber: compounds absorbing at 340 nm; 65,000 tested, under 10 active; compound absorbance at 340 nm, fold over control; fold change at 10 µM; AID 708;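 active = at 10 µM dose, initial 340 nm absorbance at least 2 fold that of control wells; inactive = change under 2 fold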;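 also: initial absorbance extrapolated from kinetic A340 decline of NADH oxidation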
# PKA inh: blocks human protein kinase A activity; P17612; 0.1% of 65,000 active; inhibition, % at 6 µM; AID 524; PKA Kemptide phosphorylation, Kinase-Glo ATP luminescence;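 active = inhibition above the screen-wide mean inhibition plus 3 SD, cut at about 21% in these data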; also: many of its hits are not listed in these tables
# Autofluor 339: intrinsic fluorescence of library compounds, ex339/em460 – biochemical, MLSMR library, data from DPM-DC assay, artefact control, profiling panel; compound autofluorescence, ex339/em460 nm, NADH buffer; stronger effect = higher value; 1 = no-compound wells, NADH background; 5.5% of 65,000 active; fluorescence fold increase at 10 µM; AID 709;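 active = at 10 µM, mean starting fluorescence two-fold or more over control wells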;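 also: signal is the first read of a kinetic run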
# MMP-13 inhibitor: MMP13 (human) collagenase inhibition. inhibition, % at 4 µM. 0.07% of 65,000 active. AID 570. MMP-13 fTHP FRET cleavage, Mca fluorescence. P45452;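 active = inhibition above the mean of compound-free control plate wells plus 3 SD, cut at about 14% in these data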;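 also: 0% = DMSO wells and 100% = wells with reference MMP-13 inhibitor after basal subtraction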
# * marks the source's active call; other numbers are inactive results; / = not tested or not shown; [ ] = dose if it differs, or a comment. Some of the compounds tested; the hit share may differ from the screen's.
1) CCOC(=O)c1ccc(COC(=O)CCc2nc3ccccc3[nH]c2=O)o1
2) CCC(C)N1CC23C=CC(O2)C(C(=O)OCc2ccccc2)C3C1=O (stereo unspecified)
3) CS(=O)(=O)N(CC(=O)NC1CCCC1)c1cccc(F)c1
4) CCn1c(SCC(=O)Nc2nc3ccc(OC)cc3s2)nnc1-c1ccoc1C
5) COc1ccc(CC(=O)Nc2ccc(OC)c(NC(=O)c3ccco3)c2)cc1
6) COC(=O)CSc1nc2sc3c(c2c(=O)n1C1CCCCC1)CCN(C)C3
compound no.	1	2	3	4	5	6
JNK3 blocker	/	/	1	-4	9	3
ROCK2 inh	/	/	2	-8	8	3
HEK293 NFkB inh	22	11	12	11	8	/
NADH enzymes	3%	3%	7%	4%	2%	13%[fluoresces]
tolC growth inh	-4	-18	-17	28	-1	23
A340 absorber	1	0.97	1.1	1	1	1.1
PKA inh	4	9	9	-11	6	5
Autofluor 339	1.4	1.1	1.1	1	1	2.5*
MMP-13 inhibitor	-6	2	5	7	1	-56

7) CCOC(=O)C1C(=O)CC(C)(O)C(C(=O)OCC)C1c1ccc(C)s1 (stereo unspecified)
8) CCOC(=O)c1c(NC(=O)CSc2nnnn2C)sc(CC)c1C
9) CN(CC(=O)NCCN1CCCCCC1)S(=O)(=O)c1cccc2nsnc12
10) C=CCNC(=O)c1ccc(OC)cc1OC
11) CCC(C)(C)NC(=O)C(c1cccn1C)N(Cc1ccc(C)cc1)C(=O)Cn1nnc2ccccc21 (stereo unspecified)
12) COc1ccc(N2C(=O)C(CC(=O)Nc3ccccc3)N(Cc3ccc4c(c3)OCO4)C2=O)cc1 (stereo unspecified)
compound no.	7	8	9	10	11	12
JNK3 blocker	0	3	-5	2	-6	/
ROCK2 inh	3	-9	5	-5	-1	/
HEK293 NFkB inh	7	12	11	-4	15	13
NADH enzymes	2%	3%	7%	4%	2%	3%
tolC growth inh	-11	18	-8	14	11	-1
A340 absorber	1	1.1	1	1	1	0.96
PKA inh	7	0	9	-4	2	1
Autofluor 339	1.1	1.1	1	1.1	1.1	1.1
MMP-13 inhibitor	-2	4	5	5	2	2

# Compounds 7–12 from above:
7) CCOC(=O)C1C(=O)CC(C)(O)C(C(=O)OCC)C1c1ccc(C)s1 (stereo unspecified)
8) CCOC(=O)c1c(NC(=O)CSc2nnnn2C)sc(CC)c1C
9) CN(CC(=O)NCCN1CCCCCC1)S(=O)(=O)c1cccc2nsnc12
10) C=CCNC(=O)c1ccc(OC)cc1OC
11) CCC(C)(C)NC(=O)C(c1cccn1C)N(Cc1ccc(C)cc1)C(=O)Cn1nnc2ccccc21 (stereo unspecified)
12) COc1ccc(N2C(=O)C(CC(=O)Nc3ccccc3)N(Cc3ccc4c(c3)OCO4)C2=O)cc1 (stereo unspecified)
compound no.	7	8	9	10	11	12
JNK3 blocker	0	3	-5	2	-6	/
ROCK2 inh	3	-9	5	-5	-1	/
HEK293 NFkB inh	7	12	11	-4	15	13
NADH enzymes	2%	3%	7%	4%	2%	3%
tolC growth inh	-11	18	-8	14	11	-1
A340 absorber	1	1.1	1	1	1	0.96
PKA inh	7	0	9	-4	2	1
Autofluor 339	1.1	1.1	1	1.1	1.1	1.1
MMP-13 inhibitor	-2	4	5	5	2	2

# Next section.
13) CCOC(=O)c1[nH]c2ccc(OCC)cc2c1NC(=O)CN1CCN(c2ccccn2)CC1
14) COc1ccc(CCNC(=O)Cn2c(=O)cnc3ccccc32)cc1
15) COc1ccccc1/C=C/CN1CC(C)OC(C)C1 (stereo unspecified)
16) CCOC(=O)C1CCN(C(=O)COc2ccc(S(=O)(=O)NC(C)(C)C)cc2)CC1
17) O=C(CN1C(=O)c2ccccc2C1=O)NCC1CCCO1 (stereo unspecified)
18) COc1ccc(NC(=O)c2cc3ccccn3n2)cc1
compound no.	13	14	15	16	17	18
JNK3 blocker	-1	0	-1	-4	0	-4
ROCK2 inh	-1	7	7	-7	1	-2
HEK293 NFkB inh	15	-6	10	11	21	-32
NADH enzymes	8%[fluoresces]	5%	16%	0%	4%	5%
tolC growth inh	-7	-8	-19	10	-16	-26
A340 absorber	1.1	1.1	1.1	1.1	1	1.1
PKA inh	5	8	14	0	-2	1
Autofluor 339	3.9*	1.3	1.1	1.1	0.85	1
MMP-13 inhibitor	-140[fluorescence artefact?]	-7	4	1	3	-1

19) CCOCCSc1nc2c(c(=O)[nH]c(=O)n2C)n1CCCc1ccccc1
20) COc1ccccc1N(CC(=O)Nc1ccccc1C(=O)NCC(C)C)S(C)(=O)=O
21) CCOC(=O)N1CCN(C(=O)c2ccccc2NC(=O)COc2ccccc2C)CC1
22) COc1cc2c(=O)n(Cc3ccco3)c(=O)n(CC(=O)c3ccc(Br)cc3)c2cc1OC
23) Cc1ccc(NC(=O)c2cnn(-c3ccccc3)c2NC(=O)c2ccco2)cc1
24) Cc1cc(N2CCOCC2)nc2ccc(NC(=O)CCC(=O)N3CCC(C)CC3)cc12
compound no.	19	20	21	22	23	24
JNK3 blocker	-4	3	-4	2	3	7
ROCK2 inh	9	6	4	0	6	7
HEK293 NFkB inh	/	8	20	8	1	-9
NADH enzymes	1%	2%	4%	4%	10%	7%[fluoresces]
tolC growth inh	11	-5	15	-6	4	2
A340 absorber	1	1	1	1.1	1	1
PKA inh	5	4	2	5	11	5
Autofluor 339	1.1	1.1	1	1.1	1	4.8*
MMP-13 inhibitor	1	-9	-23	3	2	-87[fluorescence artefact?]

25) CC(C)OC(=O)CSc1nnc(-c2ccc(O)cc2)n1Cc1ccccc1
26) COc1ccc(N2CCN(C(=O)C34CCC(C)(C(=O)C3)C4(C)C)CC2)cc1 (stereo unspecified)
27) Cc1cc(C)n(CCc2nc(-c3cc4ccccc4o3)cs2)n1
28) CCCCOC(=O)c1ccc(OC(=O)c2cccnc2)cc1
29) CSc1sc(C(=O)O)c2c1C(=O)CCC2
30) CCOc1ccc(-n2c(SCC(N)=O)nc3c(c2=O)SCC3)cc1
compound no.	25	26	27	28	29	30
JNK3 blocker	2	4	-3	1	-3	/
ROCK2 inh	-3	4	7	3	6	/
HEK293 NFkB inh	8	15	-14	14	/	5
NADH enzymes	3%	5%	5%	9%	6%	8%
tolC growth inh	2	2	1	19	-11	0
A340 absorber	0.97	1	1	0.97	1.1	1.1
PKA inh	-6	9	9	6	7	5
Autofluor 339	1	1	1	1	1.1	1.1
MMP-13 inhibitor	2	2	-2	3	0	4

31) O=C(C1CCCN1S(=O)(=O)c1ccc(Cl)cc1)N1CCOCC1 (stereo unspecified)
32) O=C(NC1CCCCC1)c1cc2nc3c(c(C(F)(F)F)n2n1)CCCC3
33) COc1ccc(S(=O)(=O)N(CC(=O)O)Cc2ccccc2)cc1OC
34) Cc1cc(C)n(C(=O)CNc2cccc(Cl)c2C)n1
35) CC(=O)Nc1cc(C(F)(F)F)ccc1OCC1CCCO1 (stereo unspecified)
36) CC1(C)CC(=O)C2=C(C1)N(CC1CCCO1)C(=O)C2(O)C(F)(F)F (stereo unspecified)
compound no.	31	32	33	34	35	36
JNK3 blocker	-1	3	-1	-2	/	-1
ROCK2 inh	-2	6	8	5	/	-9
HEK293 NFkB inh	16	-16	10	0	17	/
NADH enzymes	2%	2%	3%	7%	13%	1%
tolC growth inh	-16	46	1	-8	-6	-11
A340 absorber	1	1.1	1.1	1	1	1
PKA inh	-1	6	15	5	1	0
Autofluor 339	1	1.1	0.92	1.1	1.1	1
MMP-13 inhibitor	8	3	0	-1	7	4

37) Cc1ccnc(NC(=O)c2ccc(NC(=O)c3ccco3)cc2)c1
38) COc1ccc(CC(=O)Nc2cc(Cl)ccc2O)cc1
39) O=C(O)c1ccc2c(c1)C(=O)N(C(Cc1ccccc1)C(=O)O)C2=O (stereo unspecified)
40) CCOc1ccc(NC2c3ccccc3C(=O)N2Cc2ccco2)cc1 (stereo unspecified)
41) CCN(CC)S(=O)(=O)c1ccc(-c2nnc(SCC(=O)N3CCOCC3)o2)cc1
42) CCN1CCN(Cc2ccc(NC(=O)Nc3ccccc3)cc2)CC1
compound no.	37	38	39	40	41	42
JNK3 blocker	7	1	-3	-3	1	-4
ROCK2 inh	1	6	-2	-1	3	-3
HEK293 NFkB inh	-14	11	13	18	7	-10
NADH enzymes	4%	3%	3%	2%	7%	2%
tolC growth inh	-18	22	-10	1	-11	-11
A340 absorber	1	0.98	1.1	1	1	0.98
PKA inh	9	6	-5	-4	3	1
Autofluor 339	1.1	1	1	1.1	1	1
MMP-13 inhibitor	3	-1	3	3	1	7

43) Cc1ccc(C(=O)Oc2ccc3c(c2)ncn3C)cc1
44) CCCN1CC=C2C(C#N)=C(N)C(C#N)(C#N)C(c3cc(OC)ccc3OC)C2C1 (stereo unspecified)
45) Cc1ccc2nsnc2c1S(=O)(=O)N1CCN(CCc2ccccc2)CC1
46) CC(NC(=O)CCC(=O)NC(C)C1COc2ccccc2O1)C1COc2ccccc2O1 (stereo unspecified)
47) CCCSc1nnc2[nH]c(=O)cc(N)n12
48) CS(=O)(=O)N1CCN(C(=O)Cc2cccs2)CC1
compound no.	43	44	45	46	47	48
JNK3 blocker	-2	6	5	0	1	-4
ROCK2 inh	2	3	5	13	4	1
HEK293 NFkB inh	-1	9	28	28	9	9
NADH enzymes	3%	6%	2%	3%	1%	0%
tolC growth inh	4	20	14	12	3	-12
A340 absorber	1	1	1	1	1	1.1
PKA inh	-3	7	4	12	5	4
Autofluor 339	1	1.9	1.1	1	1.1	1.1
MMP-13 inhibitor	5	-14	0	-2	-4	1

49) O=C(CN1C(=O)CSc2ccccc21)Nc1ccccc1C(=O)N1CCOCC1
50) COc1cccc(N2CCN(C(=O)CCn3c(=S)[nH]c4cc5c(cc4c3=O)OCO5)CC2)c1
51) c1ccc2c(c1)oc1c(N3CCN(Cc4ccc5c(c4)OCO5)CC3)ncnc12
52) COc1ccc2occ(C(=O)c3coc4ccc(O)c(CN(C)C)c34)c2c1
53) CC1Cc2nc(SCC(=O)Nc3nccs3)n(Cc3ccccc3)c(=O)c2S1 (stereo unspecified)
54) Cc1cccn2c(=O)c3cc(C#N)c(=O)n(-c4c(C)n(C)n(-c5ccccc5)c4=O)c3nc12
compound no.	49	50	51	52	53	54
JNK3 blocker	-2	/	-6	6	-1	-3
ROCK2 inh	2	/	10	6	5	6
HEK293 NFkB inh	-11	17	1	18	16	2
NADH enzymes	7%	7%	0%	6%	6%	4%
tolC growth inh	-5	5	100*	18	32	-16
A340 absorber	1.1	1.1	1	0.99	1.1	1.1
PKA inh	-2	2	11	15	12	6
Autofluor 339	1.1	1.1	1.2	1	1.1	1.1
MMP-13 inhibitor	6	-2	1	0	-14	1

55) CCCCn1c(SCC(=O)N2CCC(C)CC2)nc2cc(S(N)(=O)=O)ccc21
56) CC(=O)NC(C)c1nc2ccccc2n1Cc1ccccc1F (stereo unspecified)
57) CC(=O)N1CCc2cc(S(=O)(=O)CCC(=O)N3CCN(c4ccccn4)CC3)ccc21
58) COCCNc1c(-c2ccc(O)cc2)nc2ccc(Cl)cn12
compound no.	55	56	57	58
JNK3 blocker	2	/	4	-21
ROCK2 inh	-4	/	5	-2
HEK293 NFkB inh	34	12	-8	18
NADH enzymes	4%	2%	4%	2%
tolC growth inh	11	-20	-30	-26
A340 absorber	1	1	1	1.1
PKA inh	-6	6	7	3
Autofluor 339	1.1	1.1	1.1	1.7
MMP-13 inhibitor	4	4	2	-1
